# HIV RNase H inh = blocks HIV-1 RNase H cleavage of RNA/DNA duplex; inhibition, % at 10 µM; RT-RNase H RNA/DNA duplex cleavage, fluorescence; actives 1.9% (n = 65,000); AID 565; in the data active = inhibition above about 50%
# RmlCD inh mix = mixture blocks RmlC and RmlD coupled enzyme activity | RmlC/RmlD coupled enzyme inhibition, 384-well mixture HTS | inhibition, % at 5.5 µM | actives 0.39% (n = 110,000) | AID 1532; in the data active = inhibition above about 30%, passing the limit was not always enough; note: strong numbers were not always called active
# * hit, by the source's call; / = no result given. Some of the compounds tested; the hit share may differ from the screen's.
SMILES,HIV RNase H inh,RmlCD inh mix
O=C(NCc1ccc2c(c1)OCO2)C1CCC(CNc2c(N3CCCCC3)c(=O)c2=O)CC1 (centres undefined),-4.6,29.2
O=C(CSc1nnnn1-c1ccccc1Cl)Nc1ccc2c(c1)OCCO2,-104.1,-16.7
O=C(COc1ccc(S(=O)(=O)NC2CCCCC2)cc1)N1CCN(c2cccc(Cl)c2)CC1,/,4.6
CC(C)CNC(=S)NC1CC2CCCC(C1)N2Cc1ccco1 (centres undefined),/,9.1
CCOC(=O)C1CCN(C(=O)CN(c2ccc(OC)c(OC)c2)S(=O)(=O)c2ccccc2)CC1,-1.7,-6.7
O=C1C(C=NCc2cccnc2)=C(O)c2ccccc21,-1.3,8.8
Cc1cccc(N=C2Sc3nc4c(C)c(C)ccc4cc3CN2CCN2CCOCC2)c1,/,6.5
CCOC(=O)C1CCN(C(=O)C(C)Sc2ccc(Cl)cc2)CC1 (centres undefined),/,6.9
CC(=O)Nc1ccc(C(=O)n2nc(C)cc2C)cc1,-6.8,2.6
CN(C)c1ccc(NC(=O)c2cc3c(=O)n4ccccc4nc3n2C)cc1,-15.9,-8.1
CC(=O)N(CCCN1CCOCC1)Cc1ccncc1,/,8.8
COc1ccc(OC)c(N=C(C)C2=C(O)COC2=O)c1,-9.1,-5.0
c1ccc(C2=Nn3c(nnc3-c3cccnc3)SC2)cc1,-33.5,-5.3
Cc1cccc(-c2oc3ccc(-c4ccc5c(c4)OCO5)cc3c2-c2ccc(OC3CCCCO3)cc2)c1 (centres undefined),/,150.5
CN(C)C(CNC(=O)CN1C(=O)NC2(CCc3ccccc32)C1=O)c1ccco1 (centres undefined),-0.1,4.2
COC(=O)c1[nH]c2cccc(Cl)c2c1NC(=O)CN1CCN(CCO)CC1,-8.0,3.6
COc1ccc(C2SCCN2S(=O)(=O)c2ccc(NC(C)=O)cc2)cc1 (centres undefined),/,-17.1
O=C(N/N=C\c1cc(Br)cs1)C1COc2ccccc2O1 (centres undefined),/,1.5
O=C(c1ccc2c(c1)OCO2)N1CCOCC1,/,-17.9
COc1ccc(C2C(C#N)=C(/N=C/N3CCOCC3)OC3=C2C(=O)CC(C)(C)C3)cc1OC (centres undefined),/,11.1
CCCc1cc(=O)[nH]c(SCC(=O)Nc2c(C)cccc2C)n1,/,8.8
CCn1cc(C2=NOC(C(=O)Nc3cccc(C(C)=O)c3)C2)c(C)n1 (centres undefined),-14.1,7.9
CCOC(=O)[C@H]1O[C@@H]1C(=O)N[C@@H](CC(C)C)C(=O)NCCC(C)C,/,0.8
CN(Cc1cnn(C)c1)C(=O)c1cc2ccccc2oc1=O,0.0,3.4
CN1CCN(C(=S)NCCc2ccccc2)CC1,/,-3.0

# The last three compounds of the part above lead into the next:
SMILES,HIV RNase H inh,RmlCD inh mix
CCOC(=O)[C@H]1O[C@@H]1C(=O)N[C@@H](CC(C)C)C(=O)NCCC(C)C,/,0.8
CN(Cc1cnn(C)c1)C(=O)c1cc2ccccc2oc1=O,0.0,3.4
CN1CCN(C(=S)NCCc2ccccc2)CC1,/,-3.0
COc1ccc(C2C(C(=O)NCCN(C)C)c3ccccc3C(=O)N2C)cc1OC (centres undefined),-0.3,11.1
CCCn1c(SCC(=O)Nc2sc(C)c(C)c2C#N)nnc1C(C)C,/,-8.9
NC1=NC2(CCCCC2)N(c2ccc(F)cc2)C(N)=N1,/,-11.6
Cc1cc(F)c(F)c(C(=O)N2CCN(C)CC2)c1Cl,0.2,/
C#CCOCCOCCOCCNc1nc(N2CCN(C(=O)Cn3cc(CCCN=C(N)N)nn3)CC2)nc(N2CCN(C(=O)[C@H](C)n3cc(CCCN=C(N)N)nn3)CC2)n1,/,-15.2
Cc1cccc(CCNC(=O)C2CCCN(S(=O)(=O)c3cnc[nH]3)C2)c1 (centres undefined),-9.1,1.8
Cc1nc(-c2ccc(NC(=O)C3CCCCC3)cc2)cs1,/,6.8
CCC(C(=O)O)N1C(=O)c2ccccc2C1=O (centres undefined),/,-6.6
CCOc1ccc(C(c2c(O)nc(SC)n(C)c2=O)c2c(O)nc(SC)n(C)c2=O)cc1,/,11.7
CCCCCC(=O)Nc1nc(C)c(-c2csc(Nc3cc(Cl)ccc3OC)n2)s1,/,-20.8
CCN=C1SC(CC(=O)Nc2sc(C)c(C)c2C(=O)OC)C(=O)N1CC (centres undefined),-2.2,3.0
Cc1ccc2nsnc2c1S(=O)(=O)NCc1cccnc1,-16.5,-15.1
COc1ccc(CCNc2oc(COc3ccccc3F)nc2C#N)cc1OC,-10.8,5.3
O=C(NCc1cc(C(F)(F)F)cc(C(F)(F)F)c1)C1CC(c2ccccc2[N+](=O)[O-])=NO1 (centres undefined),/,6.6
CCOC(=O)Cc1csc(NC(=O)CC(C)(C)C)n1,/,-5.5
c1cnc(N2CCN(c3ncnc4c3oc3ccccc34)CC2)nc1,-17.4,/
CCOC(=O)N1CCN(c2c(NCCN3CCCCC3CC)c(=O)c2=O)CC1 (centres undefined),-5.4,8.3
Cc1nnc(SCc2cccc(CSc3nnc(C)s3)c2)s1,/,-9.1
COc1ccc2c(c1OC)C(=O)OC2c1c(O)n(Cc2ccc(F)cc2)c(=O)[nH]c1=O (centres undefined),6.2,-6.5
Cc1nc2scc(-c3ccccc3)c2c(=O)o1,-12.0,-2.0
COc1ccc(NC(=S)Nc2ccccn2)c(OC)c1,/,-13.5
CCCCOc1ccc(-n2nc(C)cc2C)nn1,/,-11.0
CCOC(=O)Cc1nnc(NC(=O)c2ccccc2OC)s1,-3.3,-12.9
Cc1noc(C)c1C(=O)Nc1ccc2c(c1)CCC2,4.0,-5.4
COCC(=O)NCCc1nc2ccccc2[nH]1,-3.4,-19.8

# Given bar-delimited: six of the compounds above.
Compound | HIV RNase H inh | RmlCD inh mix
Cc1cc(F)c(F)c(C(=O)N2CCN(C)CC2)c1Cl | 0.2 | /
C#CCOCCOCCOCCNc1nc(N2CCN(C(=O)Cn3cc(CCCN=C(N)N)nn3)CC2)nc(N2CCN(C(=O)[C@H](C)n3cc(CCCN=C(N)N)nn3)CC2)n1 | / | -15.2
Cc1cccc(CCNC(=O)C2CCCN(S(=O)(=O)c3cnc[nH]3)C2)c1 (centres undefined) | -9.1 | 1.8
Cc1nc(-c2ccc(NC(=O)C3CCCCC3)cc2)cs1 | / | 6.8
CCC(C(=O)O)N1C(=O)c2ccccc2C1=O (centres undefined) | / | -6.6
CCOc1ccc(C(c2c(O)nc(SC)n(C)c2=O)c2c(O)nc(SC)n(C)c2=O)cc1 | / | 11.7

# Compound profiles, as listed above:
# CCCn1c(SCC(=O)Nc2sc(C)c(C)c2C#N)nnc1C(C)C reads HIV RNase H inh = /; RmlCD inh mix = -8.9
# CCCCOc1ccc(-n2nc(C)cc2C)nn1 reads HIV RNase H inh = /; RmlCD inh mix = -11.0

# Next part
SMILES,HIV RNase H inh,RmlCD inh mix
COC(=O)c1ccc(C(=O)OC)c(N)c1,-5.8,41.4
Cc1ccccc1SCc1noc(C(=O)NCC2CCCO2)c1C(=O)O (centres undefined),/,15.7
CN(C)CC(=O)c1ccc(-c2ccccc2)cc1,6.0,-14.1
Cc1n[nH]c(=O)nc1N1CCc2ccccc2C1,-13.0,-2.2
COc1ccccc1S(=O)Cc1ccc(C(=O)NCc2ccccc2Cl)o1 (centres undefined),-12.0,-0.6
COc1ccc(CCNC(=O)CSc2nc3c(c(=O)n(C)c(=O)n3C)n2C(C)C)cc1OC,-6.6,-4.4
c1cc2nnnn2nc1N1CCCCCC1,/,7.3
CCn1c(=O)c(C(=O)Nc2nc3ccccc3[nH]2)c(O)c2ccccc21,74.5*,-2.7
Cc1ccc(-c2nc(-c3ccccn3)no2)cc1Cl,-6.9,/
CC1CCCCN1S(=O)(=O)c1ccc2c(c1)oc(=O)n2CC(=O)O (centres undefined),4.9,-13.3
COc1ccc(C(=S)NC2CCCCC2)cc1,/,-8.6
C/C(CC(=O)Nc1ccccn1)=N\NC(=O)C(=O)Nc1cccc(Cl)c1C,/,-3.4
CC(C)CSc1nsc(N)n1,/,6.7
Cn1c(=O)c2cc(S(=O)(=O)NCCC(=O)Nc3ccccc3F)ccc2n(C)c1=O,-1.6,12.9
CCC(C)c1ccc(O)c(NC(=O)c2ncn[nH]2)c1 (centres undefined),12.7,-15.0
COCCn1c(SCC#N)nnc1-c1ccc2c(c1)OCO2,3.8,-4.2
O=C(CSc1nnc(-c2cccnc2)n1-c1ccccc1)Nc1ccccn1,-17.3,3.0
O=C(NCc1ccco1)C1CC(=O)N(c2ccc(O)cc2)C1 (centres undefined),1.6,-3.8
Cc1cccc(C)c1OCC(O)Cn1nnc2ccccc21 (centres undefined),/,2.7
O=C1OCCN1/N=C/c1ccc([N+](=O)[O-])o1,/,-7.2
COc1ccc(OCC(=O)N2CCN(C(=O)c3cccc4ccccc34)CC2)cc1,1.2,-21.4
COc1ccc(C(=O)N2CCN(C(=O)c3ccco3)CC2)cc1OC,-6.4,-11.9
O=c1c2ccccc2nnn1CSc1nnc(-c2ccc3c(c2)OCO3)o1,-27.4,-15.1
O=c1[nH]c(=S)c2c(n1-c1ccccc1)CCC2,15.9,-2.2
O=C1CC(N(CCc2ccccc2)C(=S)Nc2cc(Cl)ccc2Cl)C(=O)N1c1c(Cl)cccc1Cl (centres undefined),/,8.0

# An excerpt from above in order of count of non-hydrogen atoms, lowest first.
SMILES,HIV RNase H inh,RmlCD inh mix
O=C1OCCN1/N=C/c1ccc([N+](=O)[O-])o1,/,-7.2
Cn1c(=O)c2cc(S(=O)(=O)NCCC(=O)Nc3ccccc3F)ccc2n(C)c1=O,-1.6,12.9
COc1ccc(CCNC(=O)CSc2nc3c(c(=O)n(C)c(=O)n3C)n2C(C)C)cc1OC,-6.6,-4.4

# (more compounds)
SMILES,HIV RNase H inh,RmlCD inh mix
CCn1c(SCC(=O)N2c3ccccc3CCc3ccccc32)nc2c1c(=O)n(C)c(=O)n2C,12.2,9.1
O=C(OCC(=O)c1ccc([N+](=O)[O-])cc1)/C(=C\c1ccc(Cl)cc1)NC(=O)c1ccccc1,/,8.1
CC1CCCCN1C(=O)COc1ccc(NC(=O)c2ccco2)cc1 (centres undefined),-6.8,13.9
CCCCOc1ccc(-c2nc(=S)[nH][nH]2)cc1,/,-12.9
CCOc1cc(S(=O)(=O)N2CCOCC2)ccc1F,-6.7,-5.4
CC(=O)N1c2ccccc2C(C)CC12CCCCC2 (centres undefined),-61.2,15.2
Cc1cc(=O)c2n(Cc3ccccc3Cl)nc[n+]2[nH]1,-17.1,-16.3
Cc1cc(C(F)(F)F)n2ncc(C(=O)O)c2n1,-7.8,5.9
CCOc1ccc(NC(=O)C2CCCN(C(=O)Nc3ccccc3)C2)cc1 (centres undefined),/,-10.2
Cc1ccc(Oc2ccc(OCC(=O)NC(C)C(=O)O)cc2)cc1 (centres undefined),-0.1,6.4
CCOC(=O)c1c(NC(=O)CSc2nc3ccccc3s2)sc(C(C)=O)c1C,/,-5.3
CN1CCN(CCCNC(=O)c2ccc(CSCc3cccc(Cl)c3)o2)CC1,-25.4,-6.2
CCn1c(SCC(=O)Nc2cc(C)on2)nnc1-c1ccc(S(=O)(=O)N2CCN(C)CC2)cc1,/,-16.4
COC(=O)c1ccc(C2c3c(oc4cc(C)c(C)cc4c3=O)C(=O)N2CCCN(C)C)cc1 (centres undefined),8.5,/
CCOP(=O)(c1ccc(N(C)C)cc1)C(O)c1cc(OC)c(OC)c(OC)c1 (centres undefined),0.3,5.4
CCOc1cccc(C(=O)Nc2cccc(-c3nc4ncccc4o3)c2C)c1,-2.4,-8.2
CC(C(=O)NC1=NCCS1)N1C(=O)C2CC=CCC2C1=O (centres undefined),-25.1,/
Cc1nccn1CC(O)COc1ccccc1 (centres undefined),/,4.0
COCCCn1c(=NC(=O)c2ccncc2)c(C#N)cc2c(=O)n3cccc(C)c3nc21,-8.6,103.9*
CC(=O)c1cccc(NC2c3ccccc3C(=O)N2Cc2ccc3c(c2)OCO3)c1 (centres undefined),-5.5,-2.8
CC(=O)N1CCN(c2ccc(NCc3ccc(C(C)C)cc3)cc2)CC1,-16.6,-45.8
COc1cc2c(cc1OC)-c1nnc(C)n1C1(CCCC1)C2,-13.8,-12.4
CC(=O)c1cc2c(cc1NC(=O)C1CC1)OCO2,/,-8.6
OC(CN1CCOCC1)CN1CCOCC1,-0.8,/
CC1(C)Oc2ccc3ccc(=O)oc3c2-c2cnoc21,-23.6,-7.0

# (list continues)
SMILES,HIV RNase H inh,RmlCD inh mix
Cn1c(=O)c2c(nc(SCCCO)n2Cc2ccccc2Cl)n(C)c1=O,-25.7,0.6
Clc1ccc(OCc2nnc3n2N=C(c2ccc4c(c2)OCCO4)CS3)c(Cl)c1,-23.2,9.3
c1ccc(C(c2nnnn2C2CCCC2)N2CCN(c3nc4ccccc4s3)CC2)cc1 (centres undefined),/,12.0
Cc1cccc(NS(=O)(=O)c2cc(C(=O)NCCC3=CCCCC3)ccc2Cl)c1,/,-9.0
COc1ccc(C)cc1NCc1cccc(OC)c1OC,-24.0,-2.9
COc1ccc2c(c1)Sc1ccccc1N2CCN(C)C,11.7,/
CCSC(C)CC1C/C(=N/O)c2c(CC)noc2C1 (centres undefined),-10.8,-38.7
CCSc1nc(C2CC2)cc(-c2ccco2)c1C#N,/,-18.7
Cc1ccc(-c2nc(NC(=O)CSc3nnc4scc(-c5ccccc5)n34)ns2)cc1,0.4,2.7
COC(=O)Cc1[nH]nc2c1C(c1c[nH]c3ccccc13)C(C#N)=C(N)O2 (centres undefined),-6.9,1.4
CSc1ccccc1-c1nnc(-c2ccc(Cl)cc2)o1,/,-0.4
CCCN(Cc1ccccc1)C(=O)Nc1ccc2c(c1)nnn2C,-2.1,-13.5
COc1ccc(OC)c(C(=O)CSc2nccc(-c3ccc(Br)cc3)n2)c1,/,-14.3
CCOC(=O)C1CCCN(C(=O)CS(=O)(=O)Cc2ccccc2)C1 (centres undefined),3.1,/
O=C(CSc1nnc(-c2cccnc2)n1Cc1ccco1)c1ccccc1,-7.9,/
CCn1c(SCc2nc3ccccc3[nH]2)nnc1-c1ccncc1,0.8,-11.0
CCO[C@H]1OC(C(N)=O)=C[C@@H](C)[C@@H]1CCCO,/,3.3
Cc1nc(SCC(=O)c2cccs2)c2oc3ccccc3c2n1,/,-2.4
